Screens deposited in PubChem by several laboratories.
ROMK mod = modulators of human ROMK potassium channel. P48048. Tet-inducible ROMK, thallium flux fluorescence; actives lie on both sides. B-score at 10 µM. hit rate 2% among 130,000. AID 1918;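 active means signal ratio slope over the read window, or its plate-corrected B-score, at least 3 SD from the plate mean, either direction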;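 further: B-score of the F/F0 ratio slope over 7 to 12 s after thallium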
Target sequence (P48048 whole entry, looked up): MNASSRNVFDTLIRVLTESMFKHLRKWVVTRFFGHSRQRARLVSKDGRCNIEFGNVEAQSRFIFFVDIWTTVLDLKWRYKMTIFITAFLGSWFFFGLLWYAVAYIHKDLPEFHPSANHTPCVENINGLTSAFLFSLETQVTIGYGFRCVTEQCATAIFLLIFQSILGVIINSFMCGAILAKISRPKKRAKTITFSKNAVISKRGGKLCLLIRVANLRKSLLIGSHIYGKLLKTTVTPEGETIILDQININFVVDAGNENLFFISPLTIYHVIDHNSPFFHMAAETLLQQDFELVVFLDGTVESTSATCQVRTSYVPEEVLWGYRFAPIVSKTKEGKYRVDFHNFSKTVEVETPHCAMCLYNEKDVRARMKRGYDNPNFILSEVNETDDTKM
TR-FRET SRC-2 ct = TR-FRET artefact, counter-screen to PPARgamma/SRC-2 agonist assay; stronger effect = higher value; TR-FRET ratio at 8 µM; hit rate 0.4% among 200,000; in the data active means TR-FRET ratio above about 2000; further: inactives centre near 1500
PMI act hi M6P = increases human PMI activity with near-saturating mannose 6-phosphate. activation factor at 20 µM. coupled PMI enzyme assay, resazurin fluorescence, 20 min; stronger effect = higher value; 1 = untreated enzyme, 0 = substrate-free blank. P34949. hit rate 0.34% among 190,000;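 active means activation factor of 2 or more at 20 µM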
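Material: human phosphomannose isomerase with PGI, G6PDH, diaphorase coupling enzymes / Reagent: Man-6-P substrate 1.0 mM / Dosing: single compound dose of 20 µM, 1% DMSO final / Incubation: enzyme reaction with compound 20 min at room temperature / Signal: resorufin fluorescence (Ex 544/Em 590 nm) from resazurin via diaphorase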
Diaphorase inh = diaphorase inhibition or chemical oxidation counter-screen. diaphorase resazurin-to-resorufin fluorescence, NADH, 16 min; bacterial (C. kluyveri) enzyme, not human. inhibition, % at 20 µM. hit rate 0.69% among 190,000. AID 1217;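 active means primary screen inhibition at 20 µM above a set limit, cut at about 50% in these data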;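 further: plate controls were DMSO with full reaction for no effect and wells lacking NADH for full effect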
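System: Diaphorase enzyme from Clostridium kluyveri | Amount: Enzyme working solution with 0.14 U/mL diaphorase | Benchmarks: No-NADH positive control and DMSO neutral control | Signal: Fluorescence of resorufin formed from resazurin, Ex 544/Em 590 nm | Schedule: 16-min room-temperature incubation before reading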
PPARg SRC3 recr = agonists of human PPARgamma SRC-3 coactivator recruitment; biochemical PPARgamma/SRC-3 coactivator recruitment assay; activation, % at 8 µM; hit rate 0.26% among 200,000; in the data active means activation above about 23%;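 further: 0% = DMSO and 100% = reference agonist; some compounds past the cut are filed as inactive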
PPARg SRC-1 ag = PPARgamma-driven SRC-1 recruitment agonism | P37231 | PPARgamma-SRC-1 coactivator recruitment biochemical assay | activation, % at 8 µM | hit rate 0.41% among 200,000 | AID 631; in the data active means activation above about 19%;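 further: 0% = DMSO and 100% = reference agonist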
PMI activator = activators of human phosphomannose isomerase. purified human PMI, coupled resazurin fluorescence, 20 min; stronger effect = higher value; 1 = vehicle control, 0 substrate-free wells. P34949. activation factor at 20 µM. AID 1214. hit rate 0.005% among 190,000;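 active means activation factor of 2 or more at 20 µM, relative to plate controls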
Diaphorase act = counter-screen for diaphorase-based assays: diaphorase activators and chemical reducers; Diaphorase/resazurin coupled assay, resorufin fluorescence, 16 min; stronger effect = higher value; 1 = vehicle wells, 0 = NADH-free wells; activation factor at 20 µM; hit rate 0.005% among 190,000; AID 1229;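 active means diaphorase activity raised at least twofold by the compound at 20 µM; inactive means activation factor below 2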
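Material: purified diaphorase enzyme from Clostridium kluyveri / Medium: HEPES pH 7.4 buffer with MgCl2 and Tween 20 / Schedule: enzyme reaction of 16 min at room temperature / Measured by: resorufin fluorescence, excitation 544 nm, emission 590 nm / Evaluation: rise in resorufin formation, marking diaphorase activation or chemical reduction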
S1P3 antagonist = antagonists of human S1P3 receptor. CHO S1P3 NFAT-BLA reporter, FRET fluorescence, antagonist mode. inhibition, % at 4.98 µM. hit rate 0.27% among 170,000;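 active means inhibition above the plate cutoff, the mean inhibition of test wells on that plate plus 3 SD, cut at about 28% in these data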;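 further: cells challenged with S1P at its EC80 of 0.8 µM; blue over green emission ratio from cleaved BLA substrate after 4 h stimulation; 0% = S1P-stimulated wells and 100% = unstimulated DMSO-only wells; some compounds past the cut are filed as inactive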
Target sequence (Q99500 whole entry, looked up): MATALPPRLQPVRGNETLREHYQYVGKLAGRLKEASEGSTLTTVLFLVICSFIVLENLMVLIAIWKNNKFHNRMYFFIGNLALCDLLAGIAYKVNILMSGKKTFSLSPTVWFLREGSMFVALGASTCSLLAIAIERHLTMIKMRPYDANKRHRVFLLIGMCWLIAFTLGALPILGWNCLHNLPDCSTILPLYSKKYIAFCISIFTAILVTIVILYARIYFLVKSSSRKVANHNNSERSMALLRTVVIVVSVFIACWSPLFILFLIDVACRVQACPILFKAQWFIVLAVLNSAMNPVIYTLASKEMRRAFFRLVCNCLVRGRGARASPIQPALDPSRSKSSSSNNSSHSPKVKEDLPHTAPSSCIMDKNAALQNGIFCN
PPARg SRC-2 ag = promotes SRC-2 coactivator recruitment by human PPARgamma; PPARgamma LBD-SRC-2 recruitment, biochemical; activation, % at 8 µM; hit rate 0.34% among 200,000; in the data active means activation above about 22%;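 further: 0% = vehicle and 100% = reference agonist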
G6PDH CS = L. mesenteroides G6PDH inhibition counter-screen; Purified L. mesenteroides G6PDH, diaphorase/resazurin coupled fluorescence, 45 min; inhibition, % at 5 µM; AID 1020; hit rate 0.12% among 200,000; in the data active means inhibition above about 50%
Starred values were filed as active, the others as inactive; / = no result given. No enrichment for hits. Share with any hit: about 3.3%.

canonical_smiles	PMI act hi M6P	G6PDH CS	PPARg SRC-1 ag	PMI activator	TR-FRET SRC-2 ct	Diaphorase inh	Diaphorase act	PPARg SRC-2 ag	ROMK mod	PPARg SRC3 recr	S1P3 antagonist
CCOCCOC(=O)COc1ccc(N2C(=O)c3ccccc3C2=O)cc1	1	3	-7	1	1686	7	0.9	0	/	1	-61
CCOC(=O)c1ccc(N2C(=O)CC(SCC(N)C(=O)OCC)C2=O)cc1 (stereo not given)	1.1	12	7	1.1	1707	-2	1	6	-0.18	0	/
Cc1nc(N)sc1-c1csc(N(C)c2ccc(O)cc2)n1	0.4	10	6	0.8	1517	36	0.6	12	-1.4	-4	11
CC(=O)c1ccc(NC(=O)C2CC(=O)N(Cc3ccccc3)C2)cc1 (stereo not given)	1	7	-6	1	1436	19	0.8	-2	-2.2	0	/
Cc1cc(C)nc(NS(=O)(=O)c2ccc(NC(=O)CCC3COc4ccccc4O3)cc2)n1 (stereo not given)	0.9	-12	1	0.9	1454	16	0.8	5	0.56	-10	-12
c1ccc(C2(CNc3ccccn3)CCCC2)cc1	0.9	3	-4	1	1597	13	0.9	0	-1.7	-1	/
COc1ccc(C2C(C#N)=C(N)OC3=C2C(=O)CCC3)cc1OC (stereo not given)	1	3	9	1	1822	2	1	5	-0.3	0	12
CC1CCCC(C)N1CC(C)(C)NS(=O)(=O)c1ccc(Cl)cc1 (stereo not given)	1	6	0	1	1573	10	0.9	5	-0.16	-6	/
Cc1cc(C)c2c(N)c(S(=O)(=O)c3ccccc3)sc2n1	1.7	16	3	1.3	1665	17	0.8	10	/	2	-4
O=C(NCc1ccco1)C1CC(c2ccc(Cl)c(Cl)c2)=NO1 (stereo not given)	/	10	-1	/	1597	/	/	-7	1.4	-4	-3
CCC(=O)Nc1cccc(NC(=O)c2cccc([N+](=O)[O-])c2)c1	1	-3	-7	1	1657	22	0.8	11	0.069	-2	/
COc1ccc(CCNC(=O)[C@@H]2C[C@H]2c2ccccc2)cc1OC	1.1	13	6	1	1589	7	0.9	1	0.2	-1	13
Cc1csc2c(C#N)c(=O)c3c(n12)CCC3	1	8	12	1	1589	14	0.9	2	-0.85	-2	0
COc1ccc(-c2nnc(SC(C)C(=O)Nc3ccc4c(c3)OCCO4)o2)cc1 (stereo not given)	0.9	18	9	0.9	1525	8	0.9	-2	/	3	1
Cc1cc([N+](=O)[O-])ccc1N=Nc1c(N)[nH]n(-c2ccccc2)c1=O	0.5	5	-2	0.9	1291	22	0.8	3	0.1	6	-7
COc1cc([N+](=O)[O-])ccc1NC(=S)Nc1cccc(C(=O)O)c1	0.9	1	-2	1	1528	16	0.8	-2	/	1	8
CNC(=O)C1=C(C)NC(=S)NC1c1cccs1 (stereo not given)	0.9	4	-2	1	1393	10	0.9	-3	-1	0	-15
CCC(=O)OCC(=O)Nc1ccc2c(c1)OCO2	0.9	6	2	1	1455	-2	1	11	0.63	4	-3
COc1ccc(CNn2c(-c3cccc(C)c3)nc3ccccc3c2=O)cc1OC	1	-1	2	1	1625	10	0.9	2	-0.39	9	/
O=C(C(=O)N1CCCc2ccccc21)c1cn(CC(=O)N2CCOCC2)c2ccccc12	1	8	5	1	1486	7	0.9	0	/	1	-6
Cc1nn(-c2ccccc2)c(Cl)c1C(=O)N1CCN(c2ncnc3c2cnn3-c2ccccc2)CC1	0.8	4	1	0.9	1391	37	0.6	-4	/	1	-19
CCC(C(=O)NC(C)(C)C)N(C(=O)Cn1nnc(-c2cccs2)n1)c1cnc2ccccc2c1 (stereo not given)	1	5	0	1	1597	2	1	8	/	11	/
CN(C=[N+](C)C)c1cccc2c1C(=O)c1ccccc1C2=O	0.6	8	11	0.8	1691	31	0.7	7	/	0	0
CC1CN(Cc2nc3c(c(=O)[nH]c(=O)n3C)n2CC(N)=O)CC(C)O1 (stereo not given)	1	7	2	1	1566	17	0.8	5	/	0	-6
CC(=O)NNC(=O)c1sc(=S)n2c1[nH]c(=O)c1sccc12	0.5	-1	5	0.4	1484	29	0.7	-5	0.71	4	1
O=S(=O)(c1ccccc1)c1cnc(-c2cccnc2)nc1-c1ccc(Cl)c(Cl)c1	1	6	8	0.9	1494	2	1	6	0.088	7	/
COc1ccc(C/C(C)=N/NC(=S)Nc2ccccc2F)cc1	0.9	10	4	0.8	1670	1	1	10	0.21	5	-8
Cc1ccc(-n2c(=O)cc(N3CC(C)CC(C)C3)[nH]c2=O)cc1 (stereo not given)	1	2	8	1.1	1571	10	0.9	3	/	7	/
COCCn1c(SCc2nc3ccccc3s2)nc2ccccc21	0.9	8	6	1.1	1532	24	0.8	3	/	-13	-3
COc1ccc(Cc2nnc(SCC(=O)N3CCN(c4ccccc4)CC3)o2)cc1	0.9	-4	3	0.9	1509	18	0.8	14	/	-3	3
CC1(C)Cc2c(C#N)c(OCC(=O)c3ccc(Cl)cc3)nc(-c3ccoc3)c2CO1	1.1	3	-4	1.1	1530	23	0.8	2	-0.023	6	/
Cc1ccc(C)c(NC2=NCC(=O)N2c2ccc3c(c2)OCCO3)c1	1	4	1	1.1	1417	-2	1	1	0.25	8	/
CCn1c(SCC(=O)N/N=C(\C)c2ccco2)nnc1-c1ccccc1	1.1	14	7	1	1516	1	1	6	0.072	-2	-13
Cc1cc(C)cc(-c2nnc(SCC(=O)c3ccc4c(c3)OCCO4)o2)c1	0.9	-1	-4	0.9	1348	18	0.8	4	0.52	12	/
COc1ccc(Cl)cc1NC(=O)C1(c2cccs2)CCOCC1	1	4	-1	1	1378	18	0.8	7	0.37	2	-7
Cc1ccc(NC(=O)c2ccc(N/N=C/c3cccc(O)c3)c([N+](=O)[O-])c2)cc1	1.1	8	-2	0.9	1341	-7	1.1	-13	/	-2	/
CCN(CC)C(=O)c1cn(C)c2ccc(S(=O)(=O)N(CC)CC)cc2c1=O	0.9	2	14	0.9	1576	13	0.9	1	-0.13	-1	24
C1=C(CCNC2=NCCCCC2)CCCC1	1	13	-6	1	1352	7	0.9	1	1.6	3	-23
O=S(=O)(c1ccc(S(=O)(=O)N2CCCC3(CCCCC3)C2)cc1)N1CCCCC1	1	2	8	1	1777	6	0.9	-1	0.49	5	-11
Cc1csc(NC(=O)CCSCCc2ccccn2)n1	1.1	9	0	1	1691	13	0.9	-4	/	0	/
Cc1c(NC(=O)c2ccccc2F)c(=O)n(-c2ccccc2)n1C	1	15	4	1	1486	-3	1	-3	/	5	3
CCOC(=O)c1c(C)oc(NC(=O)CCl)c1C(=O)OCC	1.1	6	4	1.2	1740	10	0.9	0	-0.33	4	7
O=C(Cn1nc(Cl)nc1Cl)c1cc2ccccc2oc1=O	1	5	2	1	1663	5	1	0	-6.5*	-14	-1
O=C(c1cnn2cccnc12)N1CCN(c2ccccc2)CC1	1	-6	-3	0.9	1403	5	0.9	2	/	-5	6
CC(/C=N/NC(=O)c1c(Br)cnn1C)=C\c1ccccc1	1	-3	-3	1	1607	18	0.8	3	-1.3	6	-12
CCC(CC(C)(C)O)C(=O)NNC(=S)Nc1ccccc1 (stereo not given)	1	18	0	1	1197	6	0.9	-1	0.83	-1	-15
O=C(COC(=O)c1ccccn1)NCc1ccccc1	0.9	19	0	1	1616	4	1	3	/	6	/
Nc1nc2n(c1C(=O)c1ccccc1)CCC2	1.1	2	-1	1	1415	4	1	-1	/	2	6
CCCOc1ccc(C2CC(=O)NC2=O)cc1 (stereo not given)	1	4	-12	0.9	1325	12	0.9	2	-0.75	1	-7
Clc1ccc(OCc2nc(-c3ccc(Br)o3)no2)cc1	1	0	5	1	1644	14	0.9	14	/	2	/
CC1(C)CC(=O)C/C(=N/NC(=O)CCCOc2ccc(Cl)cc2Cl)C1	0.9	-2	7	0.9	1450	11	0.9	0	-0.054	-4	/
COc1cc(Br)cc(/C=N/c2ncn[nH]2)c1O	0.7	0	10	0.7	1553	24	0.8	4	/	7	-8
O=C(O)c1ccccc1Cc1nc2cc(Cl)ccc2c(=O)[nH]1	1.1	4	-4	1.1	1668	-4	1	5	0.43	-2	-1
Cn1cc(C(=O)N/N=C/C(Br)=C\c2ccccc2)ccc1=O	1	3	8	1.1	1432	7	0.9	7	/	0	/
c1ccc(CN2CCC(Nc3nc(-c4ccccc4)nc4ccccc34)CC2)cc1	1	8	2	0.9	1591	0	1	2	/	7	/
COCCNc1nc(-c2ccc(OC)cc2)c(-c2ccc(OC)cc2)s1	1	3	2	1.1	1707	-7	1.1	5	0.92	2	3
O=C(NNc1cccc(Cl)n1)Nc1cccc(Cl)c1	1	6	-1	1	1259	6	0.9	5	-0.038	-1	/
COc1ccc(-c2cc(C(F)(F)F)n3ncc(C(=O)NCC4CCCO4)c3n2)cc1 (stereo not given)	0.9	-51	3	0.9	1603	17	0.8	5	/	-2	18
COc1cc2cc(CN(Cc3nnnn3Cc3ccccc3)CC3CCCO3)c(=O)[nH]c2cc1OC (stereo not given)	1	8	8	1.1	1676	28	0.7	9	-0.66	11	/
CCCC(c1nnnn1Cc1cccs1)N1CCN(c2ccc(OC)cc2)CC1 (stereo not given)	0.8	3	0	0.8	1741	15	0.8	3	/	6	25
Cc1cnc(C(=O)N2CCN(S(=O)(=O)c3ccc4ccccc4c3)CC2)cn1	1	14	1	1.1	1438	6	0.9	-2	/	-3	1

Compound profiles (already shown):
Cc1c(NC(=O)c2ccccc2F)c(=O)n(-c2ccccc2)n1C is listed as PMI act hi M6P: 1; G6PDH CS: 15; PPARg SRC-1 ag: 4; PMI activator: 1; TR-FRET SRC-2 ct: 1486; Diaphorase inh: -3; Diaphorase act: 1; PPARg SRC-2 ag: -3; ROMK mod: /; PPARg SRC3 recr: 5; S1P3 antagonist: 3
COc1ccc(-c2cc(C(F)(F)F)n3ncc(C(=O)NCC4CCCO4)c3n2)cc1 (stereo not given) is listed as PMI act hi M6P: 0.9; G6PDH CS: -51; PPARg SRC-1 ag: 3; PMI activator: 0.9; TR-FRET SRC-2 ct: 1603; Diaphorase inh: 17; Diaphorase act: 0.8; PPARg SRC-2 ag: 5; ROMK mod: /; PPARg SRC3 recr: -2; S1P3 antagonist: 18
